Compound activity: PubChem BioAssay, Sanford-Burnham Center for Chemical Genomics
Mdm2-MdmX inh = disrupts the human Mdm2-MdmX interaction | SaOS-2 split-luciferase Mdm2/MdmX complementation, luminescence | inhibition, % at 8 µM | 330,000 tested, 3% active | AID 485346;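 active means inhibition of at least 50% at 8 µM in the primary screen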
Target sequence (O15151 whole entry, looked up): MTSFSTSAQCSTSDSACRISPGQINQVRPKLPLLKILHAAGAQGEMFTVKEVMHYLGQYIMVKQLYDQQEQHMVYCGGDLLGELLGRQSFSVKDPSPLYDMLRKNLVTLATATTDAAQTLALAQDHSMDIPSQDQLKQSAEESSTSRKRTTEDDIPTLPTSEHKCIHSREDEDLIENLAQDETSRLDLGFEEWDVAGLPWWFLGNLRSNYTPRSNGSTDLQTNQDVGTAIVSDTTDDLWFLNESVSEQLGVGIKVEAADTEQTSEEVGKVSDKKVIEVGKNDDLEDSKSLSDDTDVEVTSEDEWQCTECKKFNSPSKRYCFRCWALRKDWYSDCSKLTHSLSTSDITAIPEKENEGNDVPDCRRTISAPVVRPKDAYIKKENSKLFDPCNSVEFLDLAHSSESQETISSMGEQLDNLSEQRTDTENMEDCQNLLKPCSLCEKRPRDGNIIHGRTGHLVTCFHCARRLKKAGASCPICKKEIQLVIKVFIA
Target sequence (Q00987 whole entry, looked up): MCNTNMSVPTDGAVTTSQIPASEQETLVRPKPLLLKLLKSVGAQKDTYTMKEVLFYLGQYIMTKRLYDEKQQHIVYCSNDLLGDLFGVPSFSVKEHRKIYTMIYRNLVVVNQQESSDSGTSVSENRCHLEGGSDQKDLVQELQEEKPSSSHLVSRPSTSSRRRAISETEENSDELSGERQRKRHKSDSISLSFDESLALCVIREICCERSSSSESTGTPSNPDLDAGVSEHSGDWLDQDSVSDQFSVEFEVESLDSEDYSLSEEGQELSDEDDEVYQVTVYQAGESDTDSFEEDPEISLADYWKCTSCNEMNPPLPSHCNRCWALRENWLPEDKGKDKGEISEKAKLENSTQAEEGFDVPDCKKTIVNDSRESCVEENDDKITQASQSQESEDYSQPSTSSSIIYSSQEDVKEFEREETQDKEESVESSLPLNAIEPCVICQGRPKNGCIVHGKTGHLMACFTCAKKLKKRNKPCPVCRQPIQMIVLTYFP
tim23-1 inh = inhibits growth of tim23-1 mutant yeast; S. cerevisiae tim23-1 growth, BacTiter-Glo luminescence, 24 h; inhibition, % at 20 µM; 330,000 tested, 1.3% active; AID 463212;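 active means growth inhibition of the mutant yeast at or above 50%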;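 further: temperature-sensitive mutant grown at 25 °C; plate controls were DMSO-treated mutant yeast for no effect and medium wells lacking yeast for full effect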
TIM10 inh = inhibits growth of TIM10 yeast strain. S. cerevisiae TIM10 strain growth, BacTiter-Glo luminescence, 24 h. inhibition, % at 10 µM. 330,000 tested, 1.4% active;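 active means inhibition of 40% or more at the single tested concentration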;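 further: wild-type TIM10 isogenic control strain grown at permissive 25 °C; 0% = DMSO yeast wells and 100% = minimal medium wells without yeast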
697 NFkB inh = inhibitors of the PMA/ionomycin-induced NF-kB reporter in 697 B cells; inhibition, % at 4 µM; 697 B-cell NF-kB luciferase reporter, 16 h; AID 435022; 330,000 tested, 0.33% active; in the data active means inhibition above about 35%
UPR XBP1 act = adaptive UPR (XBP1) activation. AID 463104. activation, % at 20 µM. 330,000 tested, 0.33% active. CHO-XBP1 luciferase reporter, IRE1-XBP1 UPR activation, luminescence; percent of tunicamycin response, DMSO as zero;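 active means versus positive control, 20 µM dose yields 30% or more activation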;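 further: 100% = tunicamycin at 10 µg/mL and 0% = DMSO only wells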
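Test system: CHO-XBP1 luciferase reporter cells | Buffer or medium: Serum-containing F12 medium, 10% FBS | Schedule: 6 h compound exposure at 37 °C, 5% CO2 | Detection: Steady-Glo luciferase glow luminescence, 10 min after reagent addition | Read-out basis: Activation, % of tunicamycin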
Jurkat NFkB inh = inhibitors of the PMA/ionomycin-induced NF-kB reporter in Jurkat cells | 330,000 tested, 0.53% active | AID 435003 | PMA/ionomycin-induced NF-kB luciferase reporter, luminescence | inhibition, % at 4 µM; in the data active means inhibition above about 50%
tim10-1 inh = tim10-1 yeast growth inhibition | S. cerevisiae tim10-1 ts strain growth, BacTiter-Glo, 24 h | 330,000 tested, 2.2% active | inhibition, % at 20 µM;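 active means inhibition of at least 40%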;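 further: mutant grown at 25 °C; 0% = DMSO wells with yeast and 100% = wells holding no yeast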
UPR CHOP act = apoptotic UPR (CHOP) activation. AID 449763. activation, % at 10 µM. 330,000 tested, 0.34% active. CHO-CHOP luciferase reporter, luminescence; percent of tunicamycin response over DMSO baseline;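 active means at 10 µM dose, activation of 40% or more, normalized to positive control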;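 further: 100% = tunicamycin at 10 µg/mL and 0% = DMSO alone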
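Dosing – one dose, 10 µM in 0.5% DMSO · System – CHO-CHOP cells, stable luciferase reporter of PERK-eIF2a-CHOP signalling · Input – 500 cells/well · Control set – tunicamycin 10 µg/mL final as positive, DMSO-only wells as negative · Timing – 6 h compound treatment, 37 °C · Measure – % activation vs tunicamycin · Technique – luminescence read with Steady-Glo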
Numbers without * were called inactive; / = not tested or not shown.

Molecule	Mdm2-MdmX inh	tim23-1 inh	TIM10 inh	697 NFkB inh	UPR XBP1 act	Jurkat NFkB inh	tim10-1 inh	UPR CHOP act
CCn1c(C)cc(/C=C2/NC(=O)N(Cc3ccccc3F)C2=O)c1C	-5	-5	4	27	2	5	18	-0.4
O=C(NCc1cccnc1)c1ccc(CN2CCc3ccccc3C2)cc1	-14	7	-6	-5	0	-1	20	-1.2
CC(C)Nc1nc(NC(C)(C)C)nc(Oc2ccc(=O)n(C)n2)n1	37	-7	4	31	1	3	3	0.6
C=CCn1c(COc2ccccc2)nnc1SCC(=O)N/N=C/c1cc(Cl)ccc1O	24	22	11	14	-2	8	12	0.0
CCCc1nnc(NC(=O)CCC(=O)N2CCC(Cc3ccccc3)CC2)s1	6	32	12	-7	-3	-4	35	0.5
CC(=O)N1CCCc2cc(S(=O)(=O)CCC(=O)N3CCN(c4ccccc4)CC3)ccc21	23	4	-3	2	-2	-7	16	-3.0
CC(C)(C)n1nnnc1C(c1cccnc1)N(Cc1ccccc1)Cc1cccs1 (stereo not drawn)	9	27	34	-11	2	-1	56*	0.3
Clc1ccc(-c2nc3ncccn3c2Nc2ccc3c(c2)OCCO3)cc1	-5	12	-3	-31	0	-18	14	1.1
S=C(Nc1ccccc1)Nn1cnnc1	-28	-4	1	19	-2	1	-15	-0.9
COc1cc(NC(=O)COC(=O)/C=C/c2ccccc2Cl)cc(OC)c1	-18	4	-4	-31	-1	6	8	-2.0
CC[C@]12c3[nH]c4cc(CCC(=O)N(C)C)ccc4c3CCN1C(=O)[C@@H](CC(=O)NCCCn1ccnc1)C[C@@H]2C(=O)N1CCN(C(=O)C2CC2)CC1	-30	28	-6	2	3	/	11	2.7
COCCCNC(=O)c1ccc(N2CCOCC2)c(NS(=O)(=O)c2ccc(OC)cc2)c1	-1	23	7	16	-1	16	8	-1.9

Copied from the list:
tim23-1 inh result of `CC[C@]12c3[nH]c4cc(CCC(=O)N(C)C)ccc4c3CCN1C(=O)[C@@H](CC(=O)NCCCn1ccnc1)C[C@@H]2C(=O)N1CCN(C(=O)C2CC2)CC1` = 28
TIM10 inh result of `C=CCn1c(COc2ccccc2)nnc1SCC(=O)N/N=C/c1cc(Cl)ccc1O` = 11
Jurkat NFkB inh result of `CC(C)(C)n1nnnc1C(c1cccnc1)N(Cc1ccccc1)Cc1cccs1` (stereo not drawn) = -1
UPR CHOP act result of `COCCCNC(=O)c1ccc(N2CCOCC2)c(NS(=O)(=O)c2ccc(OC)cc2)c1` = -1.9
TIM10 inh result of `CC(=O)N1CCCc2cc(S(=O)(=O)CCC(=O)N3CCN(c4ccccc4)CC3)ccc21` = -3

Molecules from the list above with an aryl methoxy group:
Molecule	Mdm2-MdmX inh	tim23-1 inh	TIM10 inh	697 NFkB inh	UPR XBP1 act	Jurkat NFkB inh	tim10-1 inh	UPR CHOP act
COc1cc(NC(=O)COC(=O)/C=C/c2ccccc2Cl)cc(OC)c1	-18	4	-4	-31	-1	6	8	-2.0
COCCCNC(=O)c1ccc(N2CCOCC2)c(NS(=O)(=O)c2ccc(OC)cc2)c1	-1	23	7	16	-1	16	8	-1.9

More structures.
Molecule	Mdm2-MdmX inh	tim23-1 inh	TIM10 inh	697 NFkB inh	UPR XBP1 act	Jurkat NFkB inh	tim10-1 inh	UPR CHOP act
COc1ccccc1NC1=C(N2CCCCC2)C(=O)c2ccccc2C1=O	74*	16	16	17	0	31	34	-0.4
CCOc1ccc(OC(=O)c2ccc3c(=O)n4c(nc3c2)CCC4)cc1	-13	11	-3	-36	-4	-12	10	-0.1
CCCCC(=O)Nc1ccc(C(=O)NCCc2ccc(S(N)(=O)=O)cc2)cc1	27	-1	2	5	1	-6	5	1.7
Fc1cccc(CO/N=C/c2c(-c3ccccc3)nc3ccc(Cl)cn23)c1	23	10	6	-14	0	13	6	1.7
O=C(CSc1c[nH]c2ccccc12)NC1CCCC1	33	17	18	-8	0	-2	13	-1.0
Cn1cnnc1SCC(=O)NC(=O)NC1CCCC1	12	4	-7	0	-3	-14	-17	-2.6
O=c1[nH]c(NCc2ccccc2)nc2c1CCC2	-22	7	0	10	0	-7	11	-0.1
Cc1onc(-c2c(F)cccc2Cl)c1C(=O)NCCN1CCNC1=O	6	4	3	6	-5	5	3	-0.1
COCCN(C(=O)C1CC1)c1nnc(-c2cccc(C)c2)s1	5	-12	8	13	2	-4	-15	3.6
Cc1cc(/C=N/NC(=O)c2cccc([N+](=O)[O-])c2)c(C)n1-c1ccc(Cl)cc1Cl	50*	7	-2	-7	4	16	0	-1.4
Cc1nc2ccc(S(=O)(=O)NCC(=O)NCc3ccc4c(c3)OCO4)cc2s1	-9	-3	1	4	-3	6	3	0.2
COc1ccc(NS(=O)(=O)c2ccc(C)cc2)c([N+](=O)[O-])c1	9	43	6	0	-2	-2	31	-1.5
O=C(CSc1nnc(-c2ccccc2)o1)Oc1ccc(Br)cc1	19	18	15	2	-3	2	12	-1.7
CCCC(C(=O)NCCC(C)C)N(Cc1ccccc1Cl)C(=O)c1snc(C(N)=O)c1N (stereo not drawn)	14	24	0	1	-3	7	17	-1.4
Cn1c(C(=O)N2CCN(Cc3ccc4c(c3)OCO4)CC2)cc2c(=O)n(C)c3ccccc3c21	19	9	9	-1	3	7	24	1.7
O=S(=O)(Nc1cc(Cl)ccc1N1CCCCC1)c1cccs1	27	33	40*	0	-1	8	37	0.3
CCn1c(CNC(=O)c2ccccc2)nc2ccccc21	-1	5	-9	2	-4	-12	4	-1.2
Cc1ccc(-c2nc(C#N)c(N3CCC(C(N)=O)CC3)o2)cc1	-13	6	8	12	-1	3	-11	0.6
O=C(NCc1ccc(Cl)cc1)c1csc(-c2cccnc2)n1	30	-5	5	-1	-2	9	-34	-1.0
COc1cc2c(cc1OC)CN(S(=O)(=O)c1cccc(F)c1)CC2	-2	11	-4	5	2	-7	5	-2.6
COc1ccc(C)cc1NC(=O)CN(c1ccccc1F)S(C)(=O)=O	0	4	10	-22	-1	10	15	-0.4
Cc1nonc1OCCN1CCN(c2ccccc2[N+](=O)[O-])CC1	1	0	-3	-1	-2	2	18	-0.4
Cc1ccc(N(Cc2cc3ccc(C)cc3[nH]c2=O)C(=O)c2cccs2)cc1	13	12	-16	2	3	-3	-2	-0.2
Cc1cccc(NC(=S)N2CCN(c3ccc(F)cc3)CC2)c1	14	-17	9	-10	-4	11	33	-0.2
CCc1cc2c(=O)n(-c3ccccc3)c(=S)[nH]c2s1	-12	10	-1	27	-1	8	10	1.2
O=C(NCc1ccccc1)c1ccc(NC(=O)c2ccccc2F)cc1	3	-2	-14	-4	0	-11	-16	0.3
COc1ccc(C(=O)NCC(=O)N2CCN(C(=O)c3ccco3)CC2)cc1OC	20	16	5	10	-2	15	11	-0.5
COC(=O)Cc1c(C)nc2nc(-c3cccnc3)[nH]n2c1=O	-18	21	-6	-86	3	-26	4	1.7
OCC#Cc1ncc(C(F)(F)F)cc1Cl	-9	12	23	0	4	1	21	0.6
CCCc1cc(=O)oc2c(C)c(OCC(=O)N3CCC(C(=O)O)(c4ccccc4)CC3)ccc12	7	7	6	12	1	5	13	-1.2
O=C(O)c1ccc(S(=O)(=O)c2ccc3c(c2)C(=O)N(NC(=O)c2ccc(O)cc2)C3=O)cc1	6	8	8	5	0	5	-3	-0.6
Cn1c(/C=N/Nc2nc3ccccc3[nH]2)nc2ccccc21	-132	46	23	-239	21	-171	41*	1.0
Oc1ccc(Br)cc1/C=N/Nc1ncc(-c2ccccc2)cn1	42	6	18	-13	-1	13	18	0.8
CCCCc1nnc(NC(=O)CSCc2cc(=O)n3cc(C)sc3n2)s1	13	-4	-3	3	-3	1	-5	-1.3
Cc1sc2nc(CN3CCN(c4ccc(O)cc4)CC3)[nH]c(=O)c2c1C	-21	-54	-7	-30	-2	6	-15	0.7
COc1ccc(CN2CCC(n3nccc3NC(=O)c3ccc4c(c3)OCO4)CC2)cc1C	32	6	9	-1	-10	6	-9	-1.4
Cc1cccc(-n2ncc3c2CCCC3NC(=O)CN2CCCC2=O)c1C (stereo not drawn)	20	-7	3	-19	-4	-8	-2	-0.6
Cc1cc(N)nc(SCC(=O)N2C(C)CCCC2C)n1 (stereo not drawn)	14	7	2	14	0	11	0	3.5
CCc1cccc2c(C(=O)Cn3nnc(-c4ccc(OC)c(OC)c4)n3)c[nH]c12	47	5	-10	-5	-3	5	13	-1.5
Cn1c(COc2ccccc2)nc2ccccc21	-11	8	-4	-39	0	-45	3	6.3
Nc1nnc(CSCc2cccc(Br)c2)s1	7	12	-4	17	1	-12	17	2.9
O=C1[C@@H]2[C@H](Cc3ccc(O)cc3)N[C@]3(C(=O)Nc4ccccc43)[C@@H]2C(=O)N1c1ccc(F)cc1	13	3	8	18	2	10	-2	1.8
CCOc1ccc(CNC(=O)CCCOc2cc(=O)n(C)c3ccccc23)cc1	3	20	2	14	2	5	7	1.7
COC(=O)c1ccc2c(=O)[nH]c(COC(=O)c3c(-c4ccccc4Cl)noc3C)nc2c1	7	1	13	10	-5	-4	14	0.1
O=C(CN(C(=O)c1csnn1)c1ccc(F)cc1)NCCc1ccccc1	20	-5	0	5	-2	7	-7	0.9
CCC(C(=O)OCC(=O)Nc1cc(C)ccc1OC)c1ccccc1 (stereo not drawn)	31	-20	15	3	-3	0	13	1.0
CN=c1sc2ccccc2n1CC(O)c1ccccc1 (stereo not drawn)	8	4	4	-21	2	22	-3	-0.8
CNS(=O)(=O)c1cc(-c2nnc(Nc3ccc(CC(N)=O)cc3)c3ccccc23)ccc1C	4	7	12	-15	-2	-16	-7	0.0
CC(C)(C)n1nnnc1C(c1cccnc1)N1CCN(c2ccccc2F)CC1 (stereo not drawn)	11	-3	-1	20	0	8	-1	-1.9
Cc1cccc(Nc2nc(N)nc(CCl)n2)c1	68*	30	22	5	2	11	16	18
Cc1ccc(/C=N/NC(=O)c2nnn(-c3nonc3N)c2CN(C)c2ccccc2)s1	1	9	10	-1	-3	10	13	1.7
O=C(NCC1COc2ccccc2O1)c1ccc(Cl)cc1 (stereo not drawn)	-142	47	17	-97	1	-73	32	5.7
CC(Oc1ccc2c3c(c(=O)oc2c1)CCCC3)C(=O)NC1CC(C)(C)NC(C)(C)C1 (stereo not drawn)	39	9	-1	-4	-1	-15	8	1.2
O=C(C1CCCN(S(=O)(=O)c2ccc(Cl)cc2)C1)N(Cc1cccs1)C1CC1 (stereo not drawn)	3	37	43*	-10	-4	0	36	-0.3
COc1ccc(C2CC(Cn3cc(C#N)c(=O)n(C)c3=O)ON2C)cc1 (stereo not drawn)	14	-2	-6	19	-1	9	10	-1.1
O=C1c2cccc3cccc(c23)C(=O)C1(O)O	13	8	3	6	0	1	-16	2.8
C=CCN1C(=O)c2ccccc2NC1c1cc(Br)cs1 (stereo not drawn)	-3	4	0	-1	6	5	-2	1.3
COc1ccc(N2CCN(C(=O)CCC(=O)NNc3nc4ccccc4c4nc(C)nn34)CC2)cc1	-36	14	6	-4	0	-7	3	-1.6
O=C(C(Cc1ccccc1)n1cccc1)N1CCCCCC1 (stereo not drawn)	-9	25	3	-20	2	-11	24	2.4
COc1ccc(C(=O)Nc2ccccc2C(=O)NCC2CCCO2)cc1 (stereo not drawn)	-8	5	3	-9	-5	-5	12	0.5
O=C(c1cccnc1)N1CCN(S(=O)(=O)c2ccc3ccccc3c2)CC1	-20	9	-11	5	0	-13	3	-1.5
CCN(Cc1ccc(O)cc1)CC1CCCN(CCc2cccc(F)c2)C1 (stereo not drawn)	16	-137	-68	-29	-3	-35	-62	0.7
S=C1N[C@H]2CCCC[C@@H]2N1	-2	7	10	-17	2	2	-9	0.4
